From PubChem
Pf growth 48h – P. falciparum growth inhibition at 48 hours (one generation). P. falciparum luciferase growth in erythrocytes, 48 h. Potency, µM (top dose mostly 28.7 µM), without a hit: top-dose activity change, negative = inhibition, actives largely listed as inhibitors. 310,000 compounds, 5.9% hits; note: potency is the fitted concentration of half-maximal effect; % is set by controls: 0 for no effect and ±100 for the full control effect
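Read-out is firefly luciferase luminescence from an integrated reporter in P. falciparum, so falling signal marks reduced parasite growth. Infected erythrocytes were at 2% hematocrit and 0.1% parasitemia (final) in Albumax-supplemented RPMI 1640.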
AMA1 RON2 block – inhibitors of Plasmodium falciparum AMA1-RON2 interaction; AlphaScreen AMA1-biotinylated RON2 peptide binding; Potency, µM (highest dose often 58.2 µM), inactives show top-dose activity change, negative = inhibition, usual class: inhibitors; 360,000 compounds, 0.2% hits;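 note: potency is the fitted concentration of half-maximal effect; 0% = vehicle wells and -100% = peptide control; nearly all actives have a fitted effect of over 45% in size; some results filed as inactive show a strong effect at the top dose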
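AMA1 (3D7) with his tag at 25 nM final met compounds first, then biotinylated RON2 peptide at 25 nM; detection used donor plus acceptor beads, 10 µg/mL apiece, read by AlphaScreen after 30 min at room temperature.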
LmPK inh – LmPK (Leishmania mexicana) enzyme inhibition | AID 1721 | Potency, µM (titrated, usually from 57.5 µM), for the others: at the highest dose activity change, negative = inhibition, hits mostly inhibitors | purified LmPK, Kinase-Glo ATP luminescence, 1 h | Q27686 | 290,000 compounds, 0.37% hits; note: potency is the fitted concentration of half-maximal effect; % is set by controls: 0 for no effect and ±100 for the full control effect
Target sequence (Q27686 whole entry, looked up): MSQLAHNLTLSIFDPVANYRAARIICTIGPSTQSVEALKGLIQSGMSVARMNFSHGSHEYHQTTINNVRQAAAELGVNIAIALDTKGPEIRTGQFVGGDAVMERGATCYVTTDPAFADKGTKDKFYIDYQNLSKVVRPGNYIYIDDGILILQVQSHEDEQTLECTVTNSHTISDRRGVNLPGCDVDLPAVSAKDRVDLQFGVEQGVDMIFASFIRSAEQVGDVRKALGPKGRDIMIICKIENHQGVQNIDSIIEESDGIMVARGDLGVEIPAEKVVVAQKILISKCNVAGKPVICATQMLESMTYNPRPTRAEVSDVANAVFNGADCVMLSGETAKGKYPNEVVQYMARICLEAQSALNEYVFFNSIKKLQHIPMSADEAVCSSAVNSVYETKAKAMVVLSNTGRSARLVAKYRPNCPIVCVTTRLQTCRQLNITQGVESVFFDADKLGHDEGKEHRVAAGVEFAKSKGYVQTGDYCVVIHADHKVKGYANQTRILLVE
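qHTS format; LmPK 0.1 nM; substrates PEP 0.5 mM and ADP 0.1 mM. One-hour room-temperature incubation, then coupled luciferase luminescence; 0.5 nM enzyme wells mark activation.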
Pf growth 96h – P. falciparum growth inhibition at 96 hours | P. falciparum luciferase reporter growth, 96 h | Potency, µM (titrated, usually from 28.7 µM), inactives show at the top dose activity change, negative = inhibition, actives largely listed as inhibitors | 320,000 compounds, 6.9% hits; note: potency is the fitted concentration of half-maximal effect; % is set by controls: 0 for no effect and ±100 for the full control effect
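Delayed-death screen, second-generation endpoint: infected erythrocytes, 2% hematocrit, 0.05% parasitemia final; 96 hours at 37 C, 5% CO2; luciferase detection reagent; luminescence decrease equals reduced growth.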
CHX counter – affects cycloheximide protein synthesis inhibition readout, counter-screen; cell reporter, cycloheximide protein synthesis inhibition counterscreen; AID 2314; 300,000 compounds, 12% hits; max response, %; in the data active = max response mostly above about 13%, no sharp cut-off; inactive = mostly below about 14%; note: read at 38.3 µM for the half of the compounds with a filed dose; 0% is about no effect
Tb PYK inh – inhibitors of Trypanosoma brucei pyruvate kinase; 410,000 compounds, 0.12% hits; Q57TT1; Potency, µM (top dose mostly 76.8 µM), without a hit: at the top dose activity, negative = inhibition, hits mostly inhibitors; TbPYK enzyme, Kinase-Glo Plus ATP luminescence, 45 min; AID 624173; note: potency is the fitted concentration of half-maximal effect; % is set by controls: 0 for no effect and ±100 for the full control effect; nearly all actives have a fitted effect of over 50% in size
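Screened from lowest to highest concentration, compounds were pinned into TbPYK/substrate mixtures, and ADP (130 uM final) was added. Plates sat at room temperature for 45 min prior to Kinase-Glo Plus detection by luminescence.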
Shiga inhibitor – Shiga toxin inhibition. Vero cells, Shiga toxin protein synthesis inhibition reporter. inhibition, % at 38.7 µM. 290,000 compounds, 9.2% hits. AID 2315; in the data active = inhibition mostly above about 28%, no sharp cut-off; inactive = mostly below about 43%; note: 0% is about no effect
An asterisk follows results filed as active; i = inactive; ? = inconclusive; nt = no result given; [ ] = remark or other dose. Unless noted, calls come from the whole dose curve; as a rule, active = well fitted curve in the direction sought with a large enough effect; inconclusive = small, poorly fitted or top-dose-only effect, or another doubt; inactive = no such curve, though single readings can be large; an effect the other way counts as inactive or inconclusive.

The line under a structure holds: Shiga inhibitor	Tb PYK inh	Pf growth 48h	Pf growth 96h	LmPK inh	AMA1 RON2 block	CHX counter
> CCOC(=O)C1(Cc2ccc(Cl)cc2)CCN(C(=O)C2CCCO2)CC1 (centres undefined)
 : 15	-6%	-16%	?	-2%	-21%	-5
> CCN1CCN(S(=O)(=O)c2ccc(Cl)c(C(=O)Nc3ccccc3N3CCCC3)c2)CC1
 : nt	2%	?	?	nt	-10%	nt
> C/C(=N\Nc1nc(N)cc(Cl)n1)c1cccc([N+](=O)[O-])c1
 : 75*	4%	-20%	?	2%	46%[activator]	37*
> O=C1c2cccc3c(O)ccc(c23)C(=O)N1Cc1ccccc1
 : 15	-9%	-15%	nt	6%	-4%	-1
> COc1ccc(CCN2CC(C(=O)NCCc3ccccc3C)CCC2=O)cc1 (centres undefined)
 : 4	-8%	-2%	24%	-4%	8%	-3
> Cc1ccccc1-c1nc(CS(=O)(=O)CC(=O)NC2CC2)c(C)o1
 : -4	-2%	12%	-7%	-10%	2%	-10
> Cc1ccc(C(=O)NNC2=Nc3cc([N+](=O)[O-])ccc3OC2)cc1
 : 40	-3%	?	?	-1%	139%[activator]	20*
> Cc1onc(-c2ccccc2Cl)c1C(=O)NC(C)c1ccccc1 (centres undefined)
 : -1	-3%	-21%	13µM*	-2%	-2%	-1
> Cc1[nH]c2ccccc2c1/C=N\NC(=O)Cn1nnc(-c2ccccc2)n1
 : -12	-9%	24%	9%	-3%	20%	0
> Oc1ccc(F)c2cccnc12
 : 2	?	?	15µM*	0%	67%[activator]	-1
> CCCCn1nnc(NC(=O)COc2cc(C)ccc2C(C)C)n1
 : -5	6%	-22%	nt	2%	-5%	-1
> C/C(=C\c1cccs1)C(=O)c1c(C)cc(C)[nH]c1=O
 : 30	6%	6%	32%[activator]	1%	2%	2
> C[C@H](NC(=O)C1CCC(CNC(=O)[C@@H]2CCCN2C(=O)OC(C)(C)C)CC1)C(=O)O (some centres undefined)
 : -16	2%	27%	25%	-1%	-2%	7
> O=S(=O)(Cc1c(F)cccc1Cl)c1ncn[nH]1
 : -5	-5%	-2%	49%[activator]	3%	?	-2
> CC(C)COC(=O)Nc1ccccc1C(=O)N1CCOCC1
 : -8	-4%	1%	nt	4%	-1%	1
> CC1CCC2(CC1)NC(=O)N(NC(=O)c1cccc(N(C)C)c1)C2=O (centres undefined)
 : nt	-1%	-20%	-8%	nt	-4%	nt
> O=C(COC(=O)/C=C/c1ccccc1)NC1CC1
 : nt	0%	48%[activator]	29%	nt	13%	nt
> CN1C(=O)NC(=O)[C@]2(Cc3ccccc3N3CCN(c4ccccc4)CC32)C1=O (some centres undefined)
 : 13	-5%	nt	-87%	7%	-12%	31*
> COc1c2ccccc2c(OC)c2ccccc12
 : 22	-1%	3%	15µM*	-2%	-4%	8
> COc1ccccc1-n1c(SCC(=O)c2ccc(O)cc2O)nc2cc([N+](=O)[O-])ccc21
 : -4	-21%	14%	?	1%	-5%[2.32 µM]	2
> CCOC(=O)C1CCN(C(=O)CN(Cc2ccc(Cl)cc2)S(C)(=O)=O)CC1
 : -10	-11%	-7%	1%	1%	0%	-4
> O=C(O)[C@H]1Cc2ccccc2CN1S(=O)(=O)c1ccc(F)cc1
 : -2	2%	45%[activator]	22%	1%	2%	-4
> C=CCn1c(SCC(=O)NCC2CCCO2)nnc1-c1ccncc1 (centres undefined)
 : nt	3%	4%	8%	nt	3%	nt
> O=C(Cn1ncc2c3ccccc3n(Cc3ccc(F)cc3)c2c1=O)N1CCN(c2ncccn2)CC1
 : -15	4%	9.3µM*	4%	1%	0%	-5
> CCOC(=O)c1c(C)[nH]c(C)c1C(=O)COC(=O)/C=C/c1cccc(F)c1
 : -4	4%	?	?	-1%	-13%	-5
> Cc1cc(C)cc(C(=O)NC(CC(N)=O)c2ccc(NC3CCCCCC3)c([N+](=O)[O-])c2)c1 (centres undefined)
 : -8	0%	-8%	18%	4%	-1%	-2
> COc1cc(C(=O)Nc2ccc(S(=O)(=O)Nc3ncccn3)cc2)c([N+](=O)[O-])cc1OC
 : 31	-6%	5%	24%	-3%	5%	13
> FC(F)(F)c1cnc(N2CCSCC2)c(Cl)c1
 : -9	0%	-4%	-2%	-12%	-1%	-2
> Cc1ccc(S(=O)(=O)Nc2cc(Cl)c(O)c3ncccc23)cc1
 : 13	-22%	7.4µM*	-5%	8%	-48%	-2
> CCOC(=O)NC1(C(F)(F)F)C(=O)NC(C)=C1C(=O)OC (centres undefined)
 : -8	-6%	nt	nt	1%	0%	-5
> OCC1(Cc2ccc(Cl)cc2)CCN(CCCc2ccccc2)CC1
 : -20	-3%	?	3%	2%	-26%	0
> CCOC(=O)C1CCCN(C(=O)c2ccc(CS(=O)(=O)Cc3ccccc3C)o2)C1 (centres undefined)
 : -14	5%	-27%	143%[activator]	5%	-16%	-1
> COc1ccccc1OCC(=O)Nc1ccc(S(=O)(=O)NC(C)=O)cc1
 : -7	7%	24%	12%	1%	-3%	-3
> O=C(CN1CCN(Cc2ccc(F)cc2)CC1)Nc1nc2ccccc2s1
 : -10	0%	-20%	?	17%	4%	-2
> O=c1nc(NC2CCCC2)ccn1Cc1cccc(Br)c1
 : -20	7%	-22%	nt	-6%	-1%	-3
> OC1CCN(c2c3c(nc4cc(-c5ccc(F)cc5)nn24)CCC3)CC1
 : -6	5%	?	?	-1%	-13%	2
> CCN1/C(=C2\OC(=S)N(C)C2=O)C=Cc2ccccc21
 : 20	1%	11%	47%[activator]	-2%[11.5 µM]	-1%	4
> Cc1ccc(-c2ccc(CCC(=O)O)n2-c2ccc(C(=O)O)cc2)cc1
 : 36	-12%	20%	7%	4%	-5%	11
> CNc1nc(Cl)c(SC)c(N2CCOCC2)n1
 : -9	1%	23%	1%	-5%	126%[activator]	2
> CCOc1cc(S(=O)(=O)Nc2ccccn2)ccc1F
 : -2	-4%	3%	nt	-7%	8%	-4
> CCc1cc(=O)oc2cc(C)cc(OCC(=O)NCC3CCC(C(=O)O)CC3)c12 (centres undefined)
 : -4	-4%	30%[activator]	12%	-9%	8%	-3
> CCn1c(SCC(=O)NNC(=O)c2ccc(OC)cc2)nnc1C(C)C
 : -3	1%	6%	-17%	0%	12%	-2
> COc1ccc(CCNC(=O)C2CCN(c3ccc(N4CCOCC4)nn3)CC2)c(OC)c1
 : -8	-1%	nt	?	0%	7%	-4
> CCOc1ccc(/C=C/C(=O)c2c(O)cc(C)oc2=O)cc1
 : 57*	-15%	31%[activator]	36%[activator]	?	88%[activator]	42*
> CCOCCCNC(=S)Nc1ccc2nc(N3CCOCC3)cc(C)c2c1
 : -2	-8%	-25%	15µM*	6%	2%	-3
> COCCCNC(=O)CN1C(=O)CSc2ncccc21
 : -7	1%	7%	2.6µM*	-6%	3%	-4
> O=C(c1ccccc1)c1ccc(OC(=O)C2CCCCC2)cc1
 : 2	3%	-5%	-29%	-7%	13%	0
> CCc1cccc(NC(=O)CNC(=O)N2CC(=O)Nc3ccccc32)c1
 : -2	1%	25%	31%[activator]	1%	-8%	26*
> Nn1c(-c2ccccc2)nc2cc(Cl)ccc2c1=O
 : -7	6%	45%[activator]	0%	0%	26%	1
> C[N+]1(C)C2CCC1CC(OC(=O)C(CO)c1ccccc1)C2 (centres undefined)
 : -30	-9%	16%	-26%	0%	-2%	-10
> COc1nc(N(C)S(=O)(=O)c2ccc(C)cc2)nc(C)c1Br
 : nt	1%	?	?	6%	9%	-2
> O=C(O)c1ccc(-c2nc(-c3ccccc3)cs2)cc1
 : 41*	-11%	160%[activator]	i	-7%	8%	37*
> COc1ccc(C(=O)NCC(=O)NCC(=O)OCC(=O)c2cccs2)cc1
 : 2	3%	12%	-19%	-1%	6%	6
> O=C(c1ccc(Cl)c(Cl)c1)N1CCCC1
 : -12	4%	19%	nt	-4%	9%	-3
> CC(=O)Nc1ccc(N(C(=O)c2ccco2)C(C(=O)NC2CCCC2)c2cccs2)cc1 (centres undefined)
 : 14	0%	?	?	3%	15%	-1
> Cc1nc2ccccc2nc1OCc1cccc(Cl)c1
 : -4	-1%	-9%	?	2%	-7%[11.6 µM]	-4
> CN(C)c1ccc(-c2cc(O)c3ncccc3c2)cc1
 : nt	-8%	3.7µM*	5.2µM*	nt	nt	nt
> Nc1ccc(Br)c[n+]1Cc1cccc2cccnc12
 : -12	0%	?	10µM*	4%	0%	-4
> Cc1ccc(/C=C2\SC(=S)N(CCC(=O)N3CCCCC3)C2=O)cc1
 : -15	-3%	-14%	23%	-6%	10%	-3
> Cc1ccc(/C=C(\NC(=O)c2ccccc2)C(=O)NC2CCN(Cc3ccccc3)CC2)o1
 : -30	-10%	?	0%	-13%	-1%	-2

Going on with the list.
The line under a structure holds: Shiga inhibitor	Tb PYK inh	Pf growth 48h	Pf growth 96h	LmPK inh	AMA1 RON2 block	CHX counter
> Cc1cc(C)nc(Nc2cccc(C(F)(F)F)c2)n1
 : 15	6%	4%	-29%	1%	3%	2
> O=C(/C=C/c1ccco1)NCC(=O)N/N=C/c1ccc([N+](=O)[O-])cc1
 : 2	?	-24%	-18%	4%	7%	-2
> CCOC(=O)[C@H]1[C@H]2COc3ccc(C)cc3[C@@H]2N2C(=O)CN(Cc3ccco3)C(=O)[C@@]12C
 : nt	-14%	?	1%	nt	1%	nt
> COc1ccc(NC(=O)CSc2nnc(C3CCCCC3)n2N)cc1OC
 : 7	0%	10%	5%	1%	-7%	0
> O/N=C/c1ccn(-c2ccc(Br)cc2)c1
 : 69*	-3%	68%[activator]	176%[activator]	-10%	-18%	40*
> CC(C)CNC(=S)N1CCC(Cc2ccccc2)CC1
 : 2	-12%	?	15µM*	1%	9%	-1
> Cc1ccc(C(=O)NC2CCN(C(=O)N3CCOCC3)CC2)cc1
 : -2	-1%	22%	25%	0%	-6%	-3
> CSCCC(NC(=O)c1ccco1)C(=O)N1CCCC(C(F)(F)F)C1 (centres undefined)
 : nt	5%	-10%	?	nt	61%[activator]	nt
> CC(C)[C@@H]1NC(=O)c2cc([N+](=O)[O-])cc(I)c2OCC[C@@H](C(N)=O)NC(=O)[C@H](CCC(=O)O)NC1=O
 : -20	-11%	12%	-18%	1%	-2%	-4
> CC(C)(C)OC(=O)N1CCCN(C(=O)Nc2ccc(OC(F)(F)F)cc2)CC1
 : -4	-15%	?	?	9%	0%	1
> CC(C)c1ccc(S(=O)(=O)Nc2ccc(O)c(Sc3ncn[nH]3)c2)cc1
 : -6	-13%	13%	?	-11%	113%[activator]	1
> CCOC(=O)c1cccc(N/C=C/C(=O)c2ccc(OC)c(OC)c2)c1
 : 98*	2%	186%[activator]	i	1%	0%	27*
> CN(C)CCNC(=O)c1ccc2c(=O)n(Cc3ccc(Cl)cc3)c(=S)[nH]c2c1
 : 0	-9%	?	22%	-7%	14%	12
> O=C(NN1C(=O)C2C(c3ccccc3)C=CC(c3ccccc3)C2C1=O)c1ccccc1 (centres undefined)
 : 17	0%	2%	-1%	1%	2%[11.6 µM]	4

Two neighbouring entries from above, for reference:
The line under a structure holds: Shiga inhibitor	Tb PYK inh	Pf growth 48h	Pf growth 96h	LmPK inh	AMA1 RON2 block	CHX counter
> CCOC(=O)[C@H]1[C@H]2COc3ccc(C)cc3[C@@H]2N2C(=O)CN(Cc3ccco3)C(=O)[C@@]12C
 : nt	-14%	?	1%	nt	1%	nt
> COc1ccc(NC(=O)CSc2nnc(C3CCCCC3)n2N)cc1OC
 : 7	0%	10%	5%	1%	-7%	0
